From PubChem
RNase H inhibition = RNase H inhibition, HIV 1 Gag Pol polyprotein, FRET biochemical assay, screening (AID 372); HIV-1 RT RNase H, FRET RNA/DNA substrate fluorescence; higher % means a stronger effect; one-dose inhibition, % at 10 µM; IC50 in µM for titrated hits; 100,000 tested, 0.77% active; in the data active = inhibition above about 50%
Starred values were filed as active, the others as inactive. This is a subset (hit frequency here may not be typical).

SMILES | RNase H inhibition
CCN(CC)c1ccc(C(=O)Nc2ccncc2)cc1 | 5%
CC(C)(C)c1ccc(/C=N\NC(=O)COc2ccc(Cl)cc2)cc1 | 13%
Cc1ccc(S(=O)(=O)c2cc(OC(=O)c3ccccc3)ccc2OC(=O)c2ccccc2)cc1 | 15%
CCOC(=O)c1c(NC(=O)c2ccccc2Cl)sc2c1CCN(C(=O)OCC)C2 | 14%
Cc1cc(C)nc(SC(C)C(=O)N/N=C/c2ccccc2Cl)n1 (stereo not given) | 21%
CCOC(=O)c1ccc(-c2ccc(/C=C3/SC(=S)N(CC(=O)O)C3=O)o2)cc1 | 14%
Cc1ccccc1/C=N/NC(=O)c1ccc(Br)cc1 | 12%
Cc1ccc(C)c(NC(=O)C2C3CC/C=C\CCC32)c1 (stereo not given) | 11%
Cc1ccc(O)c(NC(=O)c2ccco2)c1 | 11%
CC1=C(C#N)c2nc(N)c(C#N)c(C)c2/C1=C\c1cc([N+](=O)[O-])ccc1Cl | 9%
O=P(CC1CCCO1)(c1ccccc1)c1ccccc1 (stereo not given) | 0%
Cc1ccc(N2C(=O)/C(=C/c3cc(C)n(-c4cccnc4)c3C)C(=O)NC2=S)cc1C | 24%
CC1=C(C(=O)Nc2ccc(Cl)cc2)C(c2ccc(C)cc2)NC(=O)N1 (stereo not given) | 8%
O=C(NC(=S)Nc1ccc2ccccc2c1)c1ccc(Br)cc1 | 15%
CCOP(=O)(OCC)C(c1ccccc1)N(C)S(C)(=O)=O (stereo not given) | 2%
Cc1[nH]c2ccc(Br)cc2c1CC(=O)N/N=C/c1ccc(Cl)c(Cl)c1 | 25%
CN(C)c1ccc(/C=C/C(=O)/C=C/c2ccc(N(C)C)cc2)cc1 | 28%
O=C(NCc1ccco1)c1ccc([N+](=O)[O-])o1 | 3%
Cc1cccc2[nH]c(SCc3ccc(F)cc3Cl)nc12 | 16%
O=C(c1ccccc1Cl)N1N=C(c2ccc(Cl)cc2)CC1(O)C(F)(F)F (stereo not given) | 23%
O=C(O)C1CCCCC1C(=O)Nc1cccc(Cl)c1Cl (stereo not given) | 0%
Clc1ccc(Cn2nnc(-c3ccccc3Cl)n2)c(Cl)c1 | 14%
O=C(Oc1ccc(C(=S)N2CCOCC2)cc1)c1ccccc1 | 0%
O=[N+]([O-])c1ccc(-c2ccc(C(=S)N3CCOCC3)o2)cc1 | 7%
COC(=O)C1=CN(Cc2ccc(F)cc2)C=C(C(=O)OC)C1c1cc(OC)c(OC)c(OC)c1 | 11%

Reprinted from the part before: three entries, followed by the next part.
SMILES | RNase H inhibition
O=C(Oc1ccc(C(=S)N2CCOCC2)cc1)c1ccccc1 | 0%
O=[N+]([O-])c1ccc(-c2ccc(C(=S)N3CCOCC3)o2)cc1 | 7%
COC(=O)C1=CN(Cc2ccc(F)cc2)C=C(C(=O)OC)C1c1cc(OC)c(OC)c(OC)c1 | 11%
Cn1c(/C=C/c2ccc(Cl)cc2)c([N+](=O)[O-])c(=O)n(C)c1=O | 5%
COc1ccc(/C=N/NC(=O)c2ccccc2Br)c(C(=O)O)c1OC | 0%
COc1ccc(S(=O)(=O)n2nc(C)cc2C)cc1OC | 18%
c1ccc(Nc2ccc(OCCOCCOc3ccc(Nc4ccccc4)cc3)cc2)cc1 | 20%
O=C(N1CCN2CCCC2C1)C(F)(F)C(F)(F)C(F)(F)C(F)(F)F (stereo not given) | 0%
CCCc1cc(=O)oc2cc(OCc3ccc(OC)cc3)ccc12 | 9%
Cc1ccc(N(CC(=O)Nc2c(C)n(C)n(-c3ccccc3)c2=O)S(C)(=O)=O)c(C)c1 | 0%
Ic1ccc(C2=CSC3=NCCN23)cc1 | 0%
O=c1ccc2ccc(OCc3cccc(Cl)c3)cc2o1 | 15%
COc1ccc(C2C(C(C)=O)=C(O)C(=O)N2c2nccs2)cc1 (stereo not given) | 8%
CCOc1cc(OCC)cc(C(=O)Nc2ccc([N+](=O)[O-])cc2)c1 | 7%
Cc1ccc(C(C)C)c(OCc2nnc(NC(=O)Nc3ccc(Cl)cc3)s2)c1 | 26%
CCOC(=O)C1CCN(C(=O)c2ccccc2NC(C)=O)CC1 | 0%
CC1(C)CC(=O)C(C=NCCc2ccc(Cl)cc2Cl)=C(O)C1 | 10%
COc1ccc(Cc2noc(-c3ccccc3OC)n2)cc1OC | 6%
O=C(c1ccc(CN2CCOCC2)o1)C(F)(F)F | 0%
CCN1C(=O)/C(=C\c2ccc(-c3cc(Cl)ccc3Cl)o2)SC1=S | 16%
CC(C)(C)c1ccc(C(=O)Nc2ccc3[nH]c(=O)[nH]c3c2)cc1 | 8%
CCOC(=O)c1c(C)sc(Sc2ccc(Br)cc2[N+](=O)[O-])c1OC | 22%
C/C(=N\NS(=O)(=O)c1ccccc1)c1ccc(I)cc1 | 9%
COc1ccc(-c2c(C#N)c(N)nc3c2CCCCC3)cc1OC | 20%
CC(=O)C1=C(Nc2ccc(Br)cc2)CC(C)(O)C(C(C)=O)C1c1ccc(Cl)cc1 (stereo not given) | 8%
Cc1ccc[n+](CC(=O)c2ccc(Cl)cc2)c1C | 9%
CCOc1cc(/C=C2\C(=O)N(c3ccc(S(N)(=O)=O)cc3)N=C2C)ccc1O | 25%
CCOC(=O)c1ccc(NS(=O)(=O)c2cc(-c3nnnn3C)ccc2OC)cc1 | 2%

(continued)
SMILES | RNase H inhibition
Cc1ccccc1CNC(=O)/C=C/c1ccc2c(c1)OCO2 | 6%
Cc1ccc(N2C(=O)CC(N3CCN(c4ccc([N+](=O)[O-])cc4)CC3)C2=O)c(C)c1 (stereo not given) | 11%
CCOP(=O)(OCC)C(Nc1cccc(C(F)(F)F)c1)c1ccc(Br)cc1 (stereo not given) | 0%
O=C(N/N=C/c1ccc([N+](=O)[O-])cc1)C(=O)Nc1ccc(Cl)cc1 | 3%
O=C(O)c1cccc(NC(=O)c2cc(S(=O)(=O)NCc3ccccc3)ccc2Cl)c1 | 0%
O=C(Nc1cccc(Br)c1)c1ccc(CN2CCc3ccccc3C2)cc1 | 11%
COC(=O)c1ccccc1NC(=O)c1cc2nc(-c3cccs3)cc(C(F)(F)F)n2n1 | 22%
N=C1/C(=C/c2ccc(OCc3ccccc3)cc2)C(=O)N=C2SC(c3ccccc3)=NN12 | 38%
CN(C)c1ccc(/C=C(\NC(=O)c2ccccc2)C(=O)NCc2ccncc2)cc1 | 2%
COc1cc(Cc2ccc(N/C=C3\CCCCC3=O)c(OC)c2)ccc1N/C=C1\CCCCC1=O | 9%
COc1ccc(N2C(=O)C3CC=CCC3C2=O)cc1 (stereo not given) | 0%
Cc1cc2c(cc1C)NC(=O)CC(C(F)(F)F)=N2 | 5%
CN(C)c1ccc(C(c2ccc(N(C)C)cc2)(c2ccc(N(C)C)cc2)C(F)(F)F)cc1 | 20%
COc1ccc(Cl)cc1N(CC(=O)Nc1ccc(I)cc1)S(C)(=O)=O | 12%
COc1cc(/C=N/O)ccc1OCc1ccc(Cl)cc1 | 12%
CCCOC(=O)c1ccc(NC(=S)NC(=O)c2cccc(F)c2)cc1 | 14%
Cc1cc(/C=N/NC(=O)CC#N)c(C)n1-c1ccc(Cl)cc1 | 9%
Cc1cc2nc(SCC(=O)c3ccc(Cl)c(Cl)c3)[nH]c2cc1C | 0%
COc1ccc(OCCOc2ccc(C=O)cc2)cc1 | 3%
O=C(NNC(=S)Nc1ccccc1)c1cccnc1 | 0%
O=C(Nc1ccc(Cl)c(-c2nc3cc(Cl)ccc3o2)c1)c1cccc(F)c1 | 27%
CCCCOc1cccc(C(=O)Nc2ccc(-c3nc4ccccc4o3)c(O)c2)c1 | 2%
O=C(N=Nc1c(O)n(Cc2ccccc2)c2ccccc12)c1ccc2ccccc2n1 | 41%
O=C(N=Nc1c(O)n(CCc2ccccc2)c2ccccc12)/C(=C\c1cccs1)NC(=O)c1ccccc1 | 9%
COc1cccc(/C=C/C(=O)c2cccs2)c1OC | 2%

The closing 6 entries of the part above are carried over, then new ones follow.
SMILES | RNase H inhibition
O=C(NNC(=S)Nc1ccccc1)c1cccnc1 | 0%
O=C(Nc1ccc(Cl)c(-c2nc3cc(Cl)ccc3o2)c1)c1cccc(F)c1 | 27%
CCCCOc1cccc(C(=O)Nc2ccc(-c3nc4ccccc4o3)c(O)c2)c1 | 2%
O=C(N=Nc1c(O)n(Cc2ccccc2)c2ccccc12)c1ccc2ccccc2n1 | 41%
O=C(N=Nc1c(O)n(CCc2ccccc2)c2ccccc12)/C(=C\c1cccs1)NC(=O)c1ccccc1 | 9%
COc1cccc(/C=C/C(=O)c2cccs2)c1OC | 2%
COc1cccc(C(=O)Nc2ccc(Br)cn2)c1 | 8%
COC(=O)C1(CC(=O)C(C)(C)C)NN=C(c2ccccc2)S1 (stereo not given) | 1%
O=C(c1cc([N+](=O)[O-])ccc1Cl)N1CCN(c2ccc(F)cc2)CC1 | 3%
Cc1c(NC(=O)c2ccccc2[N+](=O)[O-])cccc1-c1nc2cc(Cl)ccc2o1 | 13%
CCOC(=O)/C=C1\NC(C)(C)Cc2cc(OC)c(OC)cc21 | 14%
CCOC(=O)c1ccc(NC(=O)C(Cl)(Cl)Cl)cc1 | 0%
O=C(c1ccccc1Br)N1CCN(c2ccc([N+](=O)[O-])cc2Cl)CC1 | 5%
CCOc1ccc(C(=O)Nc2cc([N+](=O)[O-])ccc2C)cc1 | 8%
CN(C)c1ccnc2sc(C(=O)c3ccccc3)c(N)c12 | 4%
Cc1ccc2c(c1)NC(c1ccc(C)o1)C1=C(CC(C)(C)CC1=O)N2 (stereo not given) | 13%
C/C=C/c1ccc(OCCOCCOc2ccc(Br)cc2)c(OC)c1 | 14%
COc1cc(/C=C2\N=C(c3ccc(F)cc3)OC2=O)ccc1OC(C)=O | 12%
C=C(C)[C@@H]1CC=C(CN2CCN(c3ccc(F)cc3)CC2)CC1 | 27%
CCC(=O)N1CCN(c2ccc(C(=O)c3ccccc3)cc2F)CC1 | 7%
Cc1cc(C)c(OS(=O)(=O)c2ccc3c(c2)C(=O)c2cc(S(=O)(=O)Oc4c(C)cc(C)cc4C)ccc2-3)c(C)c1 | 5%
O=C(O)COc1ccc(/C=N/NC(=O)Cn2nnc(-c3ccccc3Cl)n2)cc1 | 0%
COC(=O)CNC(c1ccccc1)c1cc(Br)ccc1NC(=O)CCCNC(=O)OCc1ccccc1 (stereo not given) | 14%
CC1=C(C(=O)OCCc2ccccc2)C(c2ccccc2F)CC(=O)N1 (stereo not given) | 10%
O=C(Oc1ccc(N(C(=O)c2ccccc2)S(=O)(=O)c2ccc(Cl)cc2)c2ccccc12)c1ccccc1 | 11%
O=C(Nc1ccccc1Cl)c1ccc([N+](=O)[O-])cc1Cl | 19%
COC(C(=O)Nc1ccc(-c2nc3ccc(C)cc3s2)cc1)c1ccccc1 (stereo not given) | 22%
O=C(CCN1C(=O)/C(=C/c2ccccc2Cl)SC1=S)Nc1ccc([N+](=O)[O-])cc1O | 39%
COc1ccc(C(=O)NC(=S)Nc2cccc(-c3nc4ccccc4s3)c2)cc1OC | 6%
COc1ccc(C(=O)Nc2ccccc2CO)cc1OC | 2%
O=c1[nH]c(=O)n(-c2ccc(Cl)cc2)c(O)c1C=NCCCO | 0%

Taken from the results shown for reference:
SMILES | RNase H inhibition
Cc1cc(C)c(OS(=O)(=O)c2ccc3c(c2)C(=O)c2cc(S(=O)(=O)Oc4c(C)cc(C)cc4C)ccc2-3)c(C)c1 | 5%
O=C(O)COc1ccc(/C=N/NC(=O)Cn2nnc(-c3ccccc3Cl)n2)cc1 | 0%

Next section
SMILES | RNase H inhibition
O=C(O)c1cc(NC(=O)c2cccc(C(=O)Nc3cc(C(=O)O)cc(C(=O)O)c3)c2)cc(C(=O)O)c1 | 4%
CC(=O)Nc1ccccc1NC(=O)c1cccc(Br)c1 | 26%
Cc1ccc(-c2nc3ccccc3o2)cc1N=Cc1cc([N+](=O)[O-])ccc1O | 4%
COc1ccc(C(NC(=O)C(c2ccccc2)c2ccccc2)NC(=O)C(c2ccccc2)c2ccccc2)cc1 | 0%
COc1ccc(N)cc1-n1c(C)ccc1C | 19%
COc1ccc(NC(=O)C2=C(C)NC(=O)NC2c2ccc(Br)c([N+](=O)[O-])c2)cc1 (stereo not given) | 4%
CC12CCCCC1C2C(=O)N/N=C\c1ccc(-c2ccc(C(=O)O)cc2)o1 (stereo not given) | 7%
O=C1C2C3C=CC(C3)C2C(=O)N1/N=C/c1ccc(-c2ccccc2[N+](=O)[O-])o1 (stereo not given) | 27%
COc1ccc(N2C(=O)NC(=O)/C(=C/c3cc(Br)c(OCCOc4ccccc4OC)c(OC)c3)C2=O)cc1 | 7%
OC(COc1cccc(Cl)c1)Cn1cnc2ccccc21 (stereo not given) | 0%
COc1cccc(C(=O)Nc2ccc(F)c(Cl)c2)c1 | 7%
CCOc1ccc(/C=C2\C(=O)NC(=O)N(c3ccc(Cl)cc3)C2=O)c(OCC)c1 | 2%
COc1cc(/C=N/NS(=O)(=O)c2ccc3ccccc3c2)cc(Br)c1O | 9%
O=C(Nc1ccncc1)c1ccc(NC(=O)c2ccco2)cc1 | 10%
C=CCOc1ccccc1/C=C1/SC(N2CCN(c3ccc(C)cc3)CC2)=NC1=O | 11%
CC(C)(C)N1C(=O)c2ccc(C(=O)O)cc2C1=O | 9%
O=C1/C(=C/c2ccc(O)c(O)c2)SC(=S)N1c1cccc(F)c1 | 84%*
CC1=C(C(=O)OCC(C)C)C(c2ccc([N+](=O)[O-])cc2)NC(=O)N1 (stereo not given) | 3%
CCCC(C)C(=O)N(CC)c1ccccc1C (stereo not given) | 20%
COc1cc(NC(=O)COc2ccc(Br)cc2Cl)c(OC)cc1Cl | 22%

Molecules from the list above containing an NH in an aromatic ring (five):
SMILES | RNase H inhibition
Cc1[nH]c2ccc(Br)cc2c1CC(=O)N/N=C/c1ccc(Cl)c(Cl)c1 | 25%
Cc1cccc2[nH]c(SCc3ccc(F)cc3Cl)nc12 | 16%
CC(C)(C)c1ccc(C(=O)Nc2ccc3[nH]c(=O)[nH]c3c2)cc1 | 8%
Cc1cc2nc(SCC(=O)c3ccc(Cl)c(Cl)c3)[nH]c2cc1C | 0%
O=c1[nH]c(=O)n(-c2ccc(Cl)cc2)c(O)c1C=NCCCO | 0%
